# G9a inh – qHTS Assay for Inhibitors of Histone Lysine Methyltransferase G9a; G9a H3K9 monomethylation, AlphaScreen, 2 h; AID 504332, 2011; 350,000 compounds, 8.8% hits; Potency, µM (highest dose often 102 µM), for inactives: at the highest dose activity, negative = inhibition, usual class: inhibitors; further: on the % scale 0 is the no-effect control and ±100 the full control effect; nearly all actives have a fitted effect of over 75% in size
# Target sequence (Q96KQ7 913-1193 limits assumed): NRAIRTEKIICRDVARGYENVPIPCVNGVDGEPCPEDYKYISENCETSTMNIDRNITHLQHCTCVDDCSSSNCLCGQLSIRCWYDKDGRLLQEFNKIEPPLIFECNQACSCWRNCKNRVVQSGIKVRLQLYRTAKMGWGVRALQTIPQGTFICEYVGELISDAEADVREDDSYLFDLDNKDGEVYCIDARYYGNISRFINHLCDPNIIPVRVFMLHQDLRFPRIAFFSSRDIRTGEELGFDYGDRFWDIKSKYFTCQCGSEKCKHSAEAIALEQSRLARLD
#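 Step 1: enzyme (final 20 nM) with compound, 15 min RT. Step 2: substrate peptide 500 nM and SAM 20 uM, 2 h RT. Step 3: anti-H3K9me1 antibody and AlphaScreen beads, 10 min, then plate read.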
# POLH inh – qHTS for Inhibitors of Polymerase Eta | recombinant Pol eta, fluorescent DNA replication assay | Potency, µM (highest dose often 114 µM), without a hit: at the highest dose activity change, negative = inhibition, usual class: inhibitors | 390,000 compounds, 1.2% hits; further: on the % scale 0 is the no-effect control and ±100 the full control effect
#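 Fluorescent replication assay: 50 nM final substrate added after a 15 min room-temperature compound preincubation with 10 nM enzyme. Signal taken at 0 min and again at 10 min.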
# BLM helicase inh – qHTS Assay for Inhibitors of Bloom's syndrome helicase (BLM); RecQ-like DNA helicase BLM (Homo sapiens), P54132; recombinant BLM DNA unwinding, fluorescence dequenching; Potency, µM (titrated, usually from 56.1 µM), without a hit: top-dose activity change, negative = inhibition, hits mostly inhibitors; 350,000 compounds, 0.2% hits; AID 2528, 2010;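 further: plate controls were vehicle for no effect and no enzyme for full effect; nearly all actives have a fitted effect of over 35% in size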
# POLI inh – qHTS for Inhibitors of Polymerase Iota | DNA polymerase iota (Homo sapiens), Q9UNA4 | Pol iota fluorescent replication assay, 10 min | Potency, µM (titrated, usually from 115 µM), inactives show at the highest dose activity, negative = inhibition, hits mostly inhibitors | 390,000 compounds, 1% hits | AID 588590, 2011
#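 Pol iota at 10 nM preincubated 15 min with compounds at room temperature; reaction started with fluorescent substrate, 50 nM final. Fluorescence read kinetically at 0 and 10 min; buffer-only wells as negative control.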
# Apoferritin bind – qHTS Assay for Identification of Novel General Anesthetics | Ferritin light chain (Equus caballus), P02791 | apoferritin/1-aminoanthracene competitive binding, fluorescence | Potency, µM (doses to about 77.5 µM), inactives show top-dose activity change, negative = displacement, usual class: inhibitors | 350,000 compounds, 0.074% hits | AID 485281, 2010; further: on the % scale 0 is the no-effect control and ±100 the full control effect; nearly all actives have a fitted effect of over 20% in size
# Target sequence (P02791 2-175 limits assumed): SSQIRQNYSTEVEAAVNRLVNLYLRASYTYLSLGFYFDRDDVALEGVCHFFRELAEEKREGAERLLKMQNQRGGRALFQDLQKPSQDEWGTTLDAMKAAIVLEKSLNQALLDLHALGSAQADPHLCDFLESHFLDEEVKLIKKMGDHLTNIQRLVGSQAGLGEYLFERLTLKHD
#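 Steps: apoferritin (10 uM) was premixed with half-saturated 1-AMA in PBS, compounds were pin-transferred, plates stood 10 min at room temperature, fluorescence was read at 380/535 nm, and curves were fitted with a Hill equation.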
# Pol beta inh – qHTS Assay for Inhibitors of DNA Polymerase Beta | P06746 | Pol beta primer extension/strand displacement, fluorescence kinetic | Potency, µM (titrated, usually from 114 µM), for the others: at the highest dose activity change, negative = inhibition, hits mostly inhibitors | 340,000 compounds, 1.3% hits | AID 485314, 2010; further: on the % scale 0 is the no-effect control and ±100 the full control effect
#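 Homogeneous kinetic assay of primer extension and strand displacement by 10 nM Pol beta, preincubated 15 min at room temperature with compound before 50 nM substrate (final) was added. Read at 0 and 10 min; four-parameter Hill fit.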
# APEX1 inh – qHTS Assay for Inhibitors of the Human Apurinic/apyrimidinic Endonuclease 1 (APE1); 350,000 compounds, 0.35% hits; recombinant APE1, TAMRA/BHQ-2 abasic DNA cleavage fluorescence; DNA repair nuclease/redox regulator APEX1 (Homo sapiens), P27695; AID 2517, 2012; Potency, µM (highest dose often 65.8 µM), for inactives: top-dose activity change, negative = inhibition, most hits filed as inhibitors;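 further: plate controls were vehicle for no effect and reference inhibitor for full effect; nearly all actives have a fitted effect of over 55% in size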
# Target sequence (P27695 whole entry, looked up): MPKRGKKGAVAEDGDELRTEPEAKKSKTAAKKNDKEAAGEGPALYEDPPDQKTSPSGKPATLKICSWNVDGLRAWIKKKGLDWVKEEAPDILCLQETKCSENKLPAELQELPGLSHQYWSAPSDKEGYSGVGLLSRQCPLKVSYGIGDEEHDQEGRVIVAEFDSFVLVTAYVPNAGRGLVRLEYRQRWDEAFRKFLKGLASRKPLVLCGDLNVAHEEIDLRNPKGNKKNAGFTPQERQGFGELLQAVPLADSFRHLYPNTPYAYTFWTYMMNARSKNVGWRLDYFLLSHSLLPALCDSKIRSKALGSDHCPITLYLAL
#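 Incision of a quenched TAMRA/BHQ-2 THF abasic-site duplex (50 nM) by 0.75 nM APE1, after 15 min compound preincubation, measured as fluorescence increase over three 60 s reads. Values normalized to buffer, DMSO and NSC13755 control wells.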
# POLK inh – qHTS for Inhibitors of Polymerase Kappa. 400,000 compounds, 0.53% hits. Potency, µM (highest dose often 107 µM), for the others: at the highest dose activity, negative = inhibition, usual class: inhibitors. purified Pol kappa, fluorescent DNA synthesis assay, 10 min. DNA polymerase kappa (Homo sapiens), Q9UBT6; further: on the % scale 0 is the no-effect control and ±100 the full control effect
#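 Here, compound and 10 nM enzyme are combined for 15 min at room temperature; adding 50 nM substrate (final) starts DNA synthesis, tracked by fluorescence at 0 and 10 min against buffer-only wells.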
# BAZ2B block – qHTS Assay for Inhibitors of BAZ2B; AlphaScreen BAZ2B-H3K14Ac peptide displacement; Potency, µM (titrated, usually from 114 µM), for the others: top-dose activity change, negative = inhibition, most hits filed as inhibitors; AID 504333, 2011; 360,000 compounds, 4.4% hits; Bromodomain adjacent to zinc finger domain protein 2B (Homo sapiens), Q9UIF8; further: on the % scale 0 is the no-effect control and ±100 the full control effect; nearly all actives have a fitted effect of over 60% in size
#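 Inhibition is scored as reduced AlphaScreen emission. The BAZ2B/b-H3(5-23)K14Ac complex (50 nM each) in PBS pH 7.4, 0.01% Tween-20 meets compound (up to 110 uM) for 30 min at RT before bead addition.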
# Starred values were filed as active, the others as inactive; ? = inconclusive; nt = not tested or not shown; [ ] = remark or other dose. The call rests on the fitted dose curve; in most records, active means well fitted curve in the direction sought with a large enough effect; inconclusive means small, poorly fitted or top-dose-only effect, or another doubt; inactive means no such curve, though single readings can be large; an effect the other way counts as inactive or inconclusive. Potency means the concentration at half of the fitted maximal effect.
SMILES,G9a inh,POLH inh,BLM helicase inh,POLI inh,Apoferritin bind,Pol beta inh,APEX1 inh,POLK inh,BAZ2B block
COc1ccc(S(=O)(=O)N2CCOCC2)cc1C(=O)N(C)Cc1ccco1,nt,-16%,nt,-1%,nt,nt,13%,-19%,nt
CSc1nsc(SCCN2C(=O)c3ccccc3C2=O)n1,4%[12.7 µM],-11%,-2%,-13%,-9%,-3%,7%,-13%,7%
Nc1nonc1/C(=N/O)N1CCN(CCO)CC1,6%[59 µM],-13%,-2%,-15%,-5%,-1%,?,-1%,nt
O=C(OCc1ccccc1)Oc1cncc(C(=O)O)c1,9%[59 µM],-4%,1%,?,-5%,25%,0%,-2%,2%
CC1O[C@@H](O[C@H](C)CC/C=C/C(=O)O)C(O)C[C@H]1O (stereo partly drawn),3%[12.7 µM],-9%,nt,39%[activator],nt,nt,16%,15%,6%
COc1ccc(N2CCN(CCCNC(=O)C3CCN(S(=O)(=O)N4CCOCC4)CC3)CC2)cc1,?,-5%,5%,36%[activator],-2%,28%,10%,-1%,?
O=S(=O)(c1ccccc1)N1CCC(n2cnc3ccccc32)CC1,22%,-5%,2%,96%[activator],-11%,1%,-3%,5%,-2%
O=[N+]([O-])c1ccc(C(O)CN=Cc2ccc(O)cc2O)cc1 (stereo not drawn),?,-18%,-6%,41%[activator],-12%,?,-10%,-15%,?
CC(=O)Nc1ccc(S(=O)(=O)Nc2nc(-c3ccc(C(C)(C)C)cc3)cs2)cc1,?,-6%,-2%,4%,-10%,-10%,-4%,-8%,?
CCC1CCCCN1C(=O)Nc1cc(Cl)ccc1OC (stereo not drawn),-4%,-4%,1%,?,-17%,42%,7%,-2%,2%
CC(Oc1ccc(Br)cc1)C(=O)NCC(c1cccs1)N1CCOCC1 (stereo not drawn),-4%[59 µM],-16%,nt,31%[activator],nt,nt,29%,-12%,1%
CN1C(=O)c2cccc3c(N)ccc(c23)C1=O,-11%[2.33 µM],2%,-4%,?,71%[activator],18%,-22%,-22%,2%
CCC(Sc1nc(N)c(NC(=O)c2ccc(OC)c(OC)c2)c(=O)[nH]1)C(=O)OC (stereo not drawn),?,-12%,1%,27%,-3%,29%,2%,11%,13%
O=C1CN(C(=O)/C=C/c2ccc(Cl)cc2)c2ccccc2N1,-9%,-9%,-5%,18%,-13%,26%,13%,-10%,?
O=C(CNS(=O)(=O)c1c(F)cccc1F)NC1CCCc2ccccc21 (stereo not drawn),nt,-8%,nt,8%,nt,nt,11%,-15%,nt
COc1cccc(NC(=O)C2CCCC2)c1,-5%[2.33 µM],1%,nt,17%,nt,nt,7%,0%,13%
CN(CC(=O)NC1CCCCCCC1)S(=O)(=O)c1cnc[nH]1,2%,-11%,-2%,45%[activator],-7%,-6%,-5%,-20%,10%
CCCCC(c1nnnn1Cc1ccco1)N1CCN(c2nc3ccccc3s2)CC1 (stereo not drawn),-29%,8%,-15%,?,39%[activator],12%,-4%,-40%,2%
Cc1cccn2c(=O)c(C(=O)NCCc3ccccc3)cnc12,9%[59 µM],1%,0%,5%,-2%,-3%,nt,-6%[60.1 µM],6%
Cc1onc(C(N)=O)c1C(=O)Nc1ncc(C(F)(F)F)cc1Cl,-17%,-7%,-2%,31%[activator],3%,-12%,0%,-5%,-17%
O=C(NCc1cccc(Cl)c1)c1ccc(N2CC3CC(C2)c2cccc(=O)n2C3)c(NC(=O)c2cccnc2)c1 (stereo not drawn),0%,0%,-1%,9%,-10%,3%,44%,-2%,-13%[57.1 µM]
O=C(c1ccc(F)cc1)n1c(=S)nc2ccccn21,nt,-4%,-2%,27%,-1%,13%,18%,-5%,2%
CN1C(=O)N(S(=O)(=O)c2ccc(F)c(F)c2F)C(=O)C1(C)C,-8%[59 µM],-6%,-2%,14%,-8%,12%,-4%,-11%,-2%
Cc1ccc(OCC(=O)N(C)CC(=O)Nc2ccc(F)cc2)c([N+](=O)[O-])n1,8%,-12%,-2%,26%,-13%,11%,3%,10%,0%
CCc1ccc(NC(=O)CC2C(=O)N(c3ccc(F)cc3)C(=O)N2Cc2ccc(F)cc2)cc1 (stereo not drawn),6%[59 µM],-7%,-3%,21%,-17%,7%,nt,2%,-6%
Cc1ccc(C(C(=O)NC2CCCC2)N(C(=O)c2csnn2)C2CC2)cc1 (stereo not drawn),26%,-3%,-1%,-9%,-8%,47%,-13%,-10%,5%
Cc1ccccc1N1CC(=O)Nc2c(oc3nc(-c4ccccc4)cc(C)c23)C1=O,nt,-3%,-5%,?,0%,17%,13%,-10%,-1%
CCN1CCN(S(=O)(=O)c2ccc(Cl)c(C(=O)Nc3ccccc3N3CCOCC3)c2)CC1,2%[0.501 µM],-2%,nt,-9%,nt,nt,9%,-21%,-13%
NS(=O)(=O)c1ccc(NC(=S)NCc2ccc(F)cc2)cc1,?,-16%,-10%,38%[activator],-12%,-17%,-9%,0%,-37%
Cc1ccc(N(C(=O)c2ccc(S(=O)(=O)N3CCCC3)cc2)C2C=CS(=O)(=O)C2)cc1 (stereo not drawn),118%[activator],-13%,-6%,8%,-18%,24%,0%,-11%,1%
COc1ccc(C(=O)Nc2nc3ccccc3[nH]2)cc1S(=O)(=O)N1CCCC1,1%[59 µM],-17%,-3%,6%,?,-23%,3%,-13%,-4%
CNC(=O)c1cc(-c2ccc(Cl)cc2)n(-c2ccccc2)n1,-7%[12.7 µM],-23%,-2%,53%[activator],3%,94%,-10%,0%,-4%
CCCc1c2c(cc3c(=O)cc(C(=O)OCC)oc13)CCCC2,41%,-18%,-4%,-5%,6%,34%,-12%,-5%,15%
Cc1ccc(CNC(=O)Nc2cn(CC(C)C)c(=O)c3ccccc23)cc1,?,1%,-13%,?,-15%,18%,nt,-8%,0%[57.1 µM]
COc1cc(S(=O)(=O)N2CCn3cccc3C2C)ccc1NC(C)=O (stereo not drawn),nt,-17%,nt,54%[activator],nt,nt,17%,-3%,nt
Cc1ccccc1OCC(=O)Nc1ccc(NC(=O)c2ccco2)cc1,17%,-4%,-3%,0%,-15%,1%,3%,-1%[60.1 µM],-16%

# 4 consecutive compounds from above, for reference:
SMILES,G9a inh,POLH inh,BLM helicase inh,POLI inh,Apoferritin bind,Pol beta inh,APEX1 inh,POLK inh,BAZ2B block
COc1ccc(C(=O)Nc2nc3ccccc3[nH]2)cc1S(=O)(=O)N1CCCC1,1%[59 µM],-17%,-3%,6%,?,-23%,3%,-13%,-4%
CNC(=O)c1cc(-c2ccc(Cl)cc2)n(-c2ccccc2)n1,-7%[12.7 µM],-23%,-2%,53%[activator],3%,94%,-10%,0%,-4%
CCCc1c2c(cc3c(=O)cc(C(=O)OCC)oc13)CCCC2,41%,-18%,-4%,-5%,6%,34%,-12%,-5%,15%
Cc1ccc(CNC(=O)Nc2cn(CC(C)C)c(=O)c3ccccc23)cc1,?,1%,-13%,?,-15%,18%,nt,-8%,0%[57.1 µM]

# Further results.
SMILES,G9a inh,POLH inh,BLM helicase inh,POLI inh,Apoferritin bind,Pol beta inh,APEX1 inh,POLK inh,BAZ2B block
CCCN1CCC(=O)N(C(CSc2ccc(OC)cc2)Cc2ccccc2)CC1 (stereo not drawn),nt,nt,-10%,15%,-12%,nt,4%,13%,nt
Cc1cc(=O)[nH]c(CN2CCOCC2)n1,?,11%,-14%,-4%,1%,23%,14%,-13%,?
Cc1ccc(S(=O)(=O)/N=C2/NC(=O)/C(=C/c3cccnc3)S2)cc1,7%,?,-3%,?,-10%,?,5%,-8%,11%[57.1 µM]
CCOC(=O)c1c(NC(=O)c2nc(SC)ncc2Cl)sc(C)c1C,-1%[59 µM],-16%,1%,25%,0%,3%,nt,0%,-1%
CN(C)S(=O)(=O)n1cc(/C=C(\NC(=O)c2ccccc2Cl)C(=O)N2CCOCC2)c2ccccc21,23%,-9%,-1%,28%,6%,3%,2%,8%,-2%
CCOc1cc(/C=C2\C(=O)ON=C2c2ccccc2)ccc1OC,13%[2.33 µM],6%,-5%,?,2%,25%,18%,12%,-29%
Cc1ccc(F)cc1NS(=O)(=O)c1ccc(Cl)s1,-9%[12.7 µM],-9%,nt,6%,nt,nt,18%,-10%,3%
CC1(NC(=O)CC[N+](C)(C)CCO)CS(=O)(=O)CC1S(=O)(=O)[O-] (stereo not drawn),?,nt,5%,nt,-7%,2µM*,10%,nt,50µM*
COc1ccc(OC(=O)C(C)N2C(=O)c3ccccc3C2=O)cc1 (stereo not drawn),-1%,-16%,-9%,86%[activator],-17%,-1%,19%,1%,0%
C=CCNC(=O)C1CCN(c2c([N+](=O)[O-])cc(C(F)(F)F)cc2[N+](=O)[O-])CC1,17%[59 µM],-12%,-1%,2%,-1%,-20%,4%,-17%,5%
CC1CCCC(NC(=O)NC(=O)COC(=O)C2=NN(c3ccccc3)C(=O)CC2)C1C (stereo not drawn),10µM*,-11%,nt,0%,nt,nt,6%,-4%,3%
COc1cc(C2N(c3ccccc3)CCN2c2ccccc2)cc(OC)c1OC,?,-1%,0%,-3%,-24%,28%,1%,-5%,?
CCC1SC(CC)C(=O)N(CC(=O)NCCc2ccccc2)C1=O (stereo not drawn),17%,-2%,-3%,124%[activator],-10%,12%,-2%,0%,-3%
CCn1cc(CNC(=O)CCSc2nc(-c3ccco3)cc(C(F)(F)F)n2)cn1,23%,-15%,-5%,4%,-9%,12%,-1%,-6%,5%
CCCCn1c(N)c(N(CC(C)C)C(=O)COC(=O)c2ccccc2NCCO)c(=O)[nH]c1=O,4µM*,-9%,nt,21%,nt,nt,-9%,1%,71µM*
N#C/C(=C\c1cccc([N+](=O)[O-])c1)c1ccccn1,?,3%,1%,?,-8%,-14%,11%,-7%,?

# High-throughput results: PubChem, National Center for Advancing Translational Sciences (NCATS)

# Only part of the results is shown; the hit share may differ from the screen's.
